Screens from PubChem BioAssay.
Mtb BioA inh = inhibitors of Mycobacterium tuberculosis BioA enzyme | inhibition, % at 9.99 µM | 360,000 tested, 0.096% active | AID 602481 | purified M. tuberculosis BioA enzyme, plate reader; in the data active = inhibition above about 40%
GDH-TPI inh = GDH-TPI coupled enzyme inhibition counter-screen; AID 588335; inhibition, % at 4.8 µM; GDH-TPI coupled enzyme counterscreen, NADH absorbance; 360,000 tested, 1.2% active; in the data active = inhibition above about 30%;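 also: 0% = DMSO wells and 100% = wells lacking the enzyme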
MazEF act = activators of E. coli MazEF toxin-antitoxin RNase | FAM/BHQ RNA-DNA oligo cleavage fluorescence, 5 h | AID 504720 | P0AE70 | 350,000 tested, 0.32% active | activation, % at 20 µM; in the data active = activation above about 50%
Target sequence (P0AE70 whole entry, looked up): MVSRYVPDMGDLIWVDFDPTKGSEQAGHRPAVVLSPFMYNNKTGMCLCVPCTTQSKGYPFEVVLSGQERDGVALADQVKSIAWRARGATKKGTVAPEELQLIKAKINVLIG
Rv3671c inh = inhibits the M. tuberculosis serine protease Rv3671c. inhibition, % at 5.96 µM. AID 2606. 320,000 tested, 0.048% active. P9WHR9; in the data active = inhibition above about 38%;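 also: extracellular domain of Rv3671c used as enzyme; 0% = enzyme with DMSO and 100% = no enzyme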
BoNT F protease = BoNT F light chain protease inhibition | Multiplex microsphere protease cleavage assay, flow cytometry | inhibition, % at 10 µM | 360,000 tested, 0.22% active | AID 588497; in the data active = inhibition above about 35%, passing the limit was not always enough; also: plate controls were buffer without enzyme for full effect and enzyme alone for no effect
FadD28 FP inh = inhibitors of Mycobacterium tuberculosis FadD28 bisubstrate binding. FadD28 bisubstrate probe binding, fluorescence polarization. inhibition, % at 12.5 µM. 360,000 tested, 0.22% active; in the data active = inhibition above about 8.5%, passing the limit was not always enough
PrPC surface inh = inhibitors of human cell surface prion protein PrPC; inhibition, % at 13.8 µM; TR-FRET read-out; 370,000 tested, 0.43% active; in the data active = inhibition above about 24%; also: 0% = median of the test wells and 100% = reference compound wells
Mtb UGM inh = inhibitors of M. tuberculosis UDP-galactopyranose mutase. purified UGM, fluorescence polarization probe displacement. inhibition, % at 10 µM. 320,000 tested, 0.06% active. AID 504406; in the data active = inhibition above about 10%, passing the limit was not always enough
Target sequence (P9WIQ1 whole entry, looked up): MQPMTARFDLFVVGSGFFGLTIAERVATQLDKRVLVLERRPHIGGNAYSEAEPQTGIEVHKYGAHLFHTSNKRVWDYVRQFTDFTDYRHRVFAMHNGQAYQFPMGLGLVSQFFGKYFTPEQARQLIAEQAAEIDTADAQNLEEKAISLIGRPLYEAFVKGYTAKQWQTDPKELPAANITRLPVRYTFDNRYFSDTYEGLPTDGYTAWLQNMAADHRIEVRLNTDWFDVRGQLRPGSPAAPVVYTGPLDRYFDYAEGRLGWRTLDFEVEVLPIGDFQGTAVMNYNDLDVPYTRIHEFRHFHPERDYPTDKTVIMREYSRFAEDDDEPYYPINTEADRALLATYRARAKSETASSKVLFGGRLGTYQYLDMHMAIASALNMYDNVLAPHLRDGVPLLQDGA
FBA Mtb inh = inhibits M. tuberculosis FBA enzyme | P9WQA3 | purified M. tuberculosis FBA, fluorescence read-out | inhibition, % at 1 µM | 360,000 tested, 2.3% active; in the data active = inhibition above about 27%;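 also: 0% = vehicle and 100% = reference inhibitor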
Target sequence (P9WQA3 whole entry, looked up): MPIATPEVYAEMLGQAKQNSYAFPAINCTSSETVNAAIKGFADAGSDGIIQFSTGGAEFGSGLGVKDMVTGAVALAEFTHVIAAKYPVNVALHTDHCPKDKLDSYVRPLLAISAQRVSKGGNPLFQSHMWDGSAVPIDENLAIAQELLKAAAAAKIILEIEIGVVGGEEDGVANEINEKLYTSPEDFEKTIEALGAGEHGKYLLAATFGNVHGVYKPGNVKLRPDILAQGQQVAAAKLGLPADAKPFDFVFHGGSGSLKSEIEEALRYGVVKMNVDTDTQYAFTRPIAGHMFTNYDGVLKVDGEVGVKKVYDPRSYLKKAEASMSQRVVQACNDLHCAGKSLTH
Numbers without * were called inactive; x = not tested or not shown.

1: Cc1[nH]c2ccccc2c1/C=C(\C#N)C(=O)NCc1ccccc1
2: O=C(Cc1cnc2ncnn2c1)N1CCc2c([nH]c3ccccc23)C1c1ccccn1 (stereo unspecified)
3: CCC(=O)Nc1c(-c2ccc3ccccc3c2)nc2ccccn12
4: O=C(NNS(=O)(=O)c1ccccc1C(F)(F)F)c1cccc(S(=O)(=O)Nc2ccccc2Cl)c1
5: Cc1c(Cc2ccccc2)[n+](=O)c2ccccc2n1[O-]
compound no.,1,2,3,4,5
Mtb BioA inh,x,3.2,-6.2,-0.4,0.9
GDH-TPI inh,10,4,15,0,22
MazEF act,106*,0,1,3,5
Rv3671c inh,-15,13,-5,-12,x
BoNT F protease,-25,-3,-15,-1,4
FadD28 FP inh,-0.6,-1.1,0.3,-4.0,-1.7
PrPC surface inh,-7,1,-16,-5,0
Mtb UGM inh,-2.4,0.7,-1.5,3.0,x
FBA Mtb inh,1,-2,50*,-1,-2

6: Cc1nc(N/N=C/c2cccnc2)cc(N2CCOCC2)n1
7: COc1ccc2c(c1)C(c1ccc(N3CCOCC3)cc1)=NNC(c1cccnc1)=N2
8: CCOC(=O)c1nn(-c2ccc3c(c2)OCO3)cc1O
9: O=C(NCc1ccc(Cl)cc1)C(=O)NCC1OCCN1S(=O)(=O)c1cc(F)ccc1F (stereo unspecified)
10: CC1(C(=O)Nc2ccccc2F)CCN1C(=O)Cc1cc(F)ccc1F (stereo unspecified)
compound no.,6,7,8,9,10
Mtb BioA inh,2.6,x,x,0.1,-0.9
GDH-TPI inh,31*,19,-2,-16,10
MazEF act,0,3,3,-2,x
Rv3671c inh,x,0,-3,5,x
BoNT F protease,2,0,-7,-9,-5
FadD28 FP inh,0.3,-0.1,-0.3,-6.0,-3.5
PrPC surface inh,-13,-16,-2,1,-5
Mtb UGM inh,x,1.0,-0.5,-1.8,x
FBA Mtb inh,-2,-2,22,1,1

11: CC(C)(C)C(=O)Nc1ccnn1C1CCN(C(=O)c2cccc(Cl)c2)CC1
12: COc1cc(/C(C)=N/NC(=S)NC(C)C)cc(OC)c1OC
13: Cc1ccc(Cc2c(-c3ccc(F)cc3)nc3c(Cl)cc(C(F)(F)F)cn23)cc1
14: COc1ccc(-c2nn(C)c(=O)c3ccccc23)cc1CNC(=O)C1CCCCC1
15: CCOCCn1c(-c2ccc(OC)cc2)nc2ccccc21
compound no.,11,12,13,14,15
Mtb BioA inh,-0.6,x,-1.0,-0.1,0.9
GDH-TPI inh,-3,20,x,-1,3
MazEF act,2,4,x,12,-13
Rv3671c inh,2,-6,x,-2,-3
BoNT F protease,-1,2,13,-3,-3
FadD28 FP inh,-4.0,-1.5,0.2,-1.4,-1.9
PrPC surface inh,7,20,15,10,1
Mtb UGM inh,-0.1,0.2,x,1.4,-1.7
FBA Mtb inh,-1,-1,2,9,7

16: O=C(Oc1ccccc1F)C1CCN(C(=O)c2ccc(F)cc2)CC1
17: COc1ccc(C(=O)NCCS(=O)(=O)NCc2cccs2)cc1
18: Cc1nn(C)c2c1NC(=O)CS2
19: COc1ccc(C(=O)C2CCCCC2=O)cc1 (stereo unspecified)
20: Cc1ccc(NC(=O)CCNS(=O)(=O)c2cccc3nsnc23)cc1
compound no.,16,17,18,19,20
Mtb BioA inh,-0.6,-0.5,-0.3,0.2,-0.4
GDH-TPI inh,9,0,3,13,-2
MazEF act,2,-5,3,0,0
Rv3671c inh,-5,-1,x,-1,-2
BoNT F protease,1,4,-5,1,6
FadD28 FP inh,-0.4,-0.6,-1.0,0.1,-1.9
PrPC surface inh,4,-6,1,4,-33
Mtb UGM inh,3.7,0.0,x,3.1,2.7
FBA Mtb inh,1,1,0,0,-1

21: CN(CCNC(=O)c1ccc(N2CCCC2=O)cc1)CCc1ccccc1
22: COc1ccc(OC)c(NC(=O)CC2SC(=N)N(c3ccccc3)C2=O)c1 (stereo unspecified)
23: Cc1nn(Cc2ccc(Cl)cc2)c(C)c1NC(=O)C(c1ccccc1)c1ccccc1
24: O=C(CN1C(=O)CSc2ccc(S(=O)(=O)N3CCCCCC3)cc21)NCCc1ccccc1
25: COc1cccc(OCc2cc(C(=O)N3CCN(c4ccccc4O)CC3)no2)c1
compound no.,21,22,23,24,25
Mtb BioA inh,x,1.4,-0.4,-0.4,0.8
GDH-TPI inh,4,-9,4,13,-4
MazEF act,5,2,4,-7,-1
Rv3671c inh,5,4,-1,x,8
BoNT F protease,6,-2,-6,3,-4
FadD28 FP inh,-2.8,1.1,-0.1,-1.7,3.0
PrPC surface inh,-3,-4,1,15,1
Mtb UGM inh,5.6,1.3,0.2,x,-2.0
FBA Mtb inh,1,1,1,-2,-2

26: C[C@]12c3[nH]c4cc(-c5ccco5)ccc4c3CCN1C(=O)[C@@H](CC(=O)NCCc1ccccn1)C[C@@H]2C(=O)N1CCCCC1
27: COc1cccc(/C=C2\SC(=S)N(CC(=O)N(C)C3CCS(=O)(=O)C3)C2=O)c1 (stereo unspecified)
28: Cc1ccccc1N(Cc1ccccc1F)S(C)(=O)=O
29: CCOC(=O)c1c(C)nc2c(c1-c1ccc(OC)cc1)C(=O)CC(C)(C)C2
30: COc1cc(OC)c2c(-c3cccc(-c4ccc(C#N)cc4)c3)cc(=O)oc2c1
compound no.,26,27,28,29,30
Mtb BioA inh,-0.7,-0.4,-1.7,8.6,0.0
GDH-TPI inh,17,17,-2,6,8
MazEF act,1,1,-4,-4,-18
Rv3671c inh,x,-6,4,4,x
BoNT F protease,1,4,-1,x,-1
FadD28 FP inh,-2.3,1.4,-2.3,1.8,0.2
PrPC surface inh,-11,-8,2,1,1
Mtb UGM inh,x,0.1,x,-3.2,x
FBA Mtb inh,43*,6,1,9,-1

31: Cc1nc(C(=O)Nc2ccc(Cl)cc2)sc1C1(C)CC(c2cccc([N+](=O)[O-])c2)=NO1 (stereo unspecified)
32: NC(=O)c1ccc(N2CCCCC2)c(N2C(=O)CCC2=O)c1
33: COc1cccc(NC(=O)N2CCC(NC(=O)C(Cc3cccc(C)c3)NC(C)=O)CC2)c1 (stereo unspecified)
34: Cn1c(N)cc(=O)n(C)c1=S
35: CCOC(=O)c1oc2cc(O)c(CC)cc2c(=O)c1-c1ccc2c(c1)OCCO2
compound no.,31,32,33,34,35
Mtb BioA inh,17,20,-5.4,-2.9,-0.2
GDH-TPI inh,21,6,4,8,12
MazEF act,-5,-4,4,1,1
Rv3671c inh,-4,4,-1,x,-15
BoNT F protease,2,-5,-6,-5,-5
FadD28 FP inh,-1.1,-0.8,-1.0,0.9,-5.9
PrPC surface inh,9,0,-3,-8,5
Mtb UGM inh,1.3,1.4,0.8,x,0.3
FBA Mtb inh,4,1,-1,-3,-1

36: O=C(CSCc1nc2c(nnn2Cc2ccc(F)cc2)c(=O)[nH]1)Nc1cccc(C(F)(F)F)c1
37: COc1ccc(NC(=O)c2cc(S(=O)(=O)N3CCc4ccccc43)cn2C)cc1OC
38: O=C(CSc1ccc(-c2ccccc2)nn1)NC1CCCC1
39: Cn1nnnc1SCC(=O)N1CCOCC1
40: CC(C)CN(Cc1cc(=O)oc2cc(-c3ccccc3)c(O)cc12)CC(C)C
compound no.,36,37,38,39,40
Mtb BioA inh,x,-0.3,-1.2,x,-0.5
GDH-TPI inh,6,5,-5,-12,5
MazEF act,0,13,1,9,-3
Rv3671c inh,-2,12,-2,-6,-26
BoNT F protease,-4,-7,5,-3,-3
FadD28 FP inh,-6.5,0.6,-0.4,-2.5,-3.2
PrPC surface inh,6,5,-4,-6,7
Mtb UGM inh,2.2,-1.1,2.6,6.4,2.9
FBA Mtb inh,4,-2,2,-3,0

An excerpt of these results, with two lines to a compound:
Each structure is followed by: Mtb BioA inh	GDH-TPI inh	MazEF act	Rv3671c inh	BoNT F protease	FadD28 FP inh	PrPC surface inh	Mtb UGM inh	FBA Mtb inh
32. NC(=O)c1ccc(N2CCCCC2)c(N2C(=O)CCC2=O)c1
    20	6	-4	4	-5	-0.8	0	1.4	1
33. COc1cccc(NC(=O)N2CCC(NC(=O)C(Cc3cccc(C)c3)NC(C)=O)CC2)c1 (stereo unspecified)
    -5.4	4	4	-1	-6	-1.0	-3	0.8	-1
34. Cn1c(N)cc(=O)n(C)c1=S
    -2.9	8	1	x	-5	0.9	-8	x	-3
35. CCOC(=O)c1oc2cc(O)c(CC)cc2c(=O)c1-c1ccc2c(c1)OCCO2
    -0.2	12	1	-15	-5	-5.9	5	0.3	-1
36. O=C(CSCc1nc2c(nnn2Cc2ccc(F)cc2)c(=O)[nH]1)Nc1cccc(C(F)(F)F)c1
    x	6	0	-2	-4	-6.5	6	2.2	4
37. COc1ccc(NC(=O)c2cc(S(=O)(=O)N3CCc4ccccc43)cn2C)cc1OC
    -0.3	5	13	12	-7	0.6	5	-1.1	-2
38. O=C(CSc1ccc(-c2ccccc2)nn1)NC1CCCC1
    -1.2	-5	1	-2	5	-0.4	-4	2.6	2
39. Cn1nnnc1SCC(=O)N1CCOCC1
    x	-12	9	-6	-3	-2.5	-6	6.4	-3
40. CC(C)CN(Cc1cc(=O)oc2cc(-c3ccccc3)c(O)cc12)CC(C)C
    -0.5	5	-3	-26	-3	-3.2	7	2.9	0

Following part:
41: CC1CCCCN1c1cc(C#N)c(C#N)cc1[N+](=O)[O-] (stereo unspecified)
42: O=C(O)c1ccc(/C=N/Nc2ccc(C(F)(F)F)cn2)cc1
43: Cc1ccc(S(=O)(=O)NCC(c2ccco2)N2CCc3ccccc32)cc1 (stereo unspecified)
44: COc1ccc(-c2cccc(NS(=O)(=O)c3ccccc3[N+](=O)[O-])c2)nn1
45: Cc1cc(=O)[nH]c(SCc2nc3ccccc3n2Cc2ccccc2)n1
compound no.,41,42,43,44,45
Mtb BioA inh,-1.5,x,x,1.9,x
GDH-TPI inh,11,38*,4,6,3
MazEF act,-1,-1,-2,-1,-7
Rv3671c inh,-7,x,-6,-5,6
BoNT F protease,-22,-3,6,8,2
FadD28 FP inh,0.4,-0.7,-1.6,0.5,-3.3
PrPC surface inh,-4,-6,-7,15,-4
Mtb UGM inh,-2.1,x,1.7,-2.2,-0.9
FBA Mtb inh,-2,0,-1,-1,6

46: O=C(c1ccccc1F)c1cn(CC(=O)N2CCCC2)c2ccccc12
47: Cc1ccc(-c2nc(NC(=O)c3ccc(S(=O)(=O)N(CCC#N)CCC#N)cc3)sc2-c2ccccc2)cc1
48: Cc1ccc(/C=c2\sc3nc(-c4ccccc4Br)nn3c2=O)o1
49: Cc1onc(-c2c(F)cccc2Cl)c1C(=O)NCC1COc2ccccc2O1 (stereo unspecified)
50: COC(=O)C(Cc1ccc(OC(=O)c2ccccc2Cl)cc1)N1Cc2ccccc2C1=O (stereo unspecified)
51: COCCn1c(CN2CCN(c3ccc(OC)cc3)CC2)nc2c1c(=O)n(C)c(=O)n2C
52: COc1cccc(NC(=O)Cn2cc(C#N)c3ccccc32)c1
53: S=C(NCc1ccco1)N1CCN(c2nc(-c3ccc(Cl)cc3)cs2)CC1
compound no.,46,47,48,49,50,51,52,53
Mtb BioA inh,1.4,0.2,-3.8,0.2,0.1,-1.0,-0.5,x
GDH-TPI inh,9,-15,26,10,6,-11,8,3
MazEF act,3,2,6,-11,-18,8,2,0
Rv3671c inh,5,-20,-13,2,-5,-3,7,1
BoNT F protease,-6,-5,-15,1,-4,4,-4,-6
FadD28 FP inh,-6.4,-0.2,1.4,-2.8,-1.4,-2.4,-2.4,-0.3
PrPC surface inh,4,-2,11,0,-1,0,8,7
Mtb UGM inh,0.2,x,0.8,0.5,1.1,0.6,-1.3,1.7
FBA Mtb inh,-10,-1,-1,0,-2,2,1,1
